Source: PubChem BioAssay (National Center for Advancing Translational Sciences (NCATS))
TDP1 cell CPT – qHTS for Inhibitors of human tyrosyl-DNA phosphodiesterase 1 (TDP1): qHTS in cells in presence of CPT; chicken DT40 Tdp1-/-;hTDP1 cells + 20 nM CPT, ATP luminescence, 48 h; Potency, µM (highest dose often 46.2 µM), for the others: top-dose activity change, negative = growth inhibition, usual class: inhibitors; 420,000 compounds, 12% hits; also: nearly all actives have a fitted effect of over 55% in size
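Chicken DT40 Tdp1-/- cells stably complemented with human TDP1 were seeded at 400 cells/well in medium containing 20 nM camptothecin, exposed to pin-transferred compounds, and grown at 37 °C for at least 48 hr. Viability was read as ATP luminescence.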
GCN5L2 inh – qHTS Assay for Inhibitors of GCN5L2. Histone acetyltransferase KAT2A (Homo sapiens), Q92830. GCN5L2 HAT assay, ThioGlo1 CoA-SH fluorescence. Potency, µM (highest dose often 58.9 µM), for the others: at the top dose activity change, negative = inhibition, usual class: inhibitors. 390,000 compounds, 0.21% hits. AID 504327, 2011
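Titration-based screen in which CoA formation is detected via maleimide probe ThioGlo1 (50uM) turning fluorescent on thiol reaction; substrates H3(1-25) 75uM and acetyl-CoA 70uM, GCN5L2 20nM, 20 min incubation at room temperature.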
FEN1 inhibitor – qHTS Assay for the Inhibitors of Human Flap endonuclease 1 (FEN1) | P39748 | Recombinant FEN1 flap cleavage, fluorescence, 15 min | Potency, µM (titrated, usually from 114 µM), inactives show top-dose activity change, negative = inhibition, usual class: inhibitors | 390,000 compounds, 0.35% hits | AID 588795, 2011; also: nearly all actives have a fitted effect of over 65% in size
Target sequence (P39748 whole entry, looked up): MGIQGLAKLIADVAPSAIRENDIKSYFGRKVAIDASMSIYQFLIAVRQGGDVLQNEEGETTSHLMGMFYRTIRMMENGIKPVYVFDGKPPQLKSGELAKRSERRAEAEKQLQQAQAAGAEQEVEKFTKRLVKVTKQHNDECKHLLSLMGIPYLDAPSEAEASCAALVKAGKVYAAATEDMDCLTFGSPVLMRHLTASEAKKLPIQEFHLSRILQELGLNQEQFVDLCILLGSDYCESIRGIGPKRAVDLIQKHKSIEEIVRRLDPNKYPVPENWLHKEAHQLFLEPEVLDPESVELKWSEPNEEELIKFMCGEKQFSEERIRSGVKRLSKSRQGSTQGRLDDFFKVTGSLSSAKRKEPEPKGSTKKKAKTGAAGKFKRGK
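In this screen, 50 nM flap DNA substrate was added to 10 nM FEN1 pretreated with compound for 15 min at room temperature; cleavage was followed with reads at 0 and 15 min, and Hill fitting gave concentration–response parameters.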
Active calls of the source: *; ? = inconclusive; / = no result given; ! = a repeat was not active; [ ] = another dose, or the depositor's remark. Calls follow the shape of the dose curve; as a rule, active = well fitted curve in the direction sought with a large enough effect; inconclusive = small, poorly fitted or top-dose-only effect, or another doubt; inactive = no such curve, though single readings can be large; an effect the other way counts as inactive or inconclusive. % is scaled to controls: 0 for no effect and ±100 for the full control effect; potency is read from the fitted curve at half-maximal effect.

SMILES	TDP1 cell CPT	GCN5L2 inh	FEN1 inhibitor
CC(C)(C)OC(=O)N1CCC(c2c(C(=O)N3CCN(c4ccccc4F)CC3)cnn2-c2ccccc2Cl)CC1	18µM*	-10%	0%
O=C(CN1CCC(n2nnc3cc(C(F)(F)F)ccc32)CC1)Nc1ccc2c(c1)CCC2	?	-9%	-10%
CCn1c(SC)nnc1-c1c[nH]c2ccccc12	-18%	-11%	-19%
Cc1cc(C)n(-c2cc(C)c(C)cc2Br)n1	?	0%	-2%
Cn1c(=O)c(-c2ccccc2)cc2ccccc21	-1%	/	-5%
CC(C)(C)c1ccc(-c2noc(CCC(=O)NCC3CCCO3)n2)cc1 (configuration not stated)	21µM*	-1%	-2%
CCOCC(=O)Nc1ccc(-c2cn3c(C)csc3n2)cc1	-15%	6%	3%
CC(O)(CS(=O)(=O)Cc1cccc(C(F)(F)F)c1)C(=O)Nc1cccc(C(F)(F)F)c1 (configuration not stated)	1%	-7%	-14%
Cc1ccc(S(=O)(=O)c2cc3c(=O)n4ccccc4nc3n(C3CCCCC3)c2=N)cc1	?	-34%	0%
CCCN1CCN(CCCNC(=O)c2cnn(-c3ccc(F)cc3)c2-n2cccc2)CC1	/	-1%	-4%
O=C(CCCOC(=O)c1ccc(O)cc1O)c1ccccc1	?	-1%	-10%
O=C(NCC1CCCO1)c1ccc(NC(=O)c2cccc(Br)c2)cc1 (configuration not stated)	-24%	-8%	-17%
CCOc1cc(/C=N/N=C(/N)c2nonc2N)cc(Br)c1OCc1ccc(Cl)cc1	?	-1%	8%
Cc1cc2occ(CC(=O)NC3CCCc4ccccc43)c2cc1C (configuration not stated)	9%	1%	-1%
COc1ccc(NC(=O)Nc2nnc(-c3cccs3)s2)cc1	?	19%	2%
Cn1nnc2c(NCc3ccccc3)ncnc21	2%	4%	7%
CC12CN3CCN(CC(C3)C1(O)CN1CCCCC1)C2 (configuration not stated)	-4%	/	9%
O=S(CC(O)COCc1ccc(Cl)cc1)c1ccccn1 (configuration not stated)	-19%	3%	-4%
O=C1NC[C@H](Cc2ccccc2)N(C[C@H]2CCCN2C[C@H](Cc2ccccc2)N2C[C@H](Cc3ccc(O)cc3)N(CCc3ccccc3)C(=O)C2=O)C1=O	?	/	-12%
CCCc1cc(=O)oc2c(CN3CCOCC3)c(O)ccc12	7%	?	-6%
O=C(CCC1CCCCC1)NNC(=O)c1cnccn1	?	1%	-4%
Cc1c(C(=O)N2CCCCC2)c(S(=O)(=O)N(C)Cc2ccco2)c(C)n1C	-6%	-7%	19%
COc1ccccc1COC(=O)c1cccc(S(=O)(=O)N2CCCC2)c1	-15%	-12%	4%
CCCCN(CCCC)C(=O)CN(C)S(=O)(=O)c1ccc2c(c1)c(=O)n(C)c(=O)n2C	23µM*	-4%	-6%
C=CCN(c1ccccc1)S(=O)(=O)c1cccc2cccnc12	-13%	0%	9%

Exported with two lines to a compound: entries from further up
Under each structure: TDP1 cell CPT | GCN5L2 inh | FEN1 inhibitor
> CC(C)(C)OC(=O)N1CCC(c2c(C(=O)N3CCN(c4ccccc4F)CC3)cnn2-c2ccccc2Cl)CC1
 : 18µM* | -10% | 0%
> O=C(CN1CCC(n2nnc3cc(C(F)(F)F)ccc32)CC1)Nc1ccc2c(c1)CCC2
 : ? | -9% | -10%
> CCn1c(SC)nnc1-c1c[nH]c2ccccc12
 : -18% | -11% | -19%
> Cc1cc(C)n(-c2cc(C)c(C)cc2Br)n1
 : ? | 0% | -2%
> Cn1c(=O)c(-c2ccccc2)cc2ccccc21
 : -1% | / | -5%
> CC(C)(C)c1ccc(-c2noc(CCC(=O)NCC3CCCO3)n2)cc1 (configuration not stated)
 : 21µM* | -1% | -2%
> CCOCC(=O)Nc1ccc(-c2cn3c(C)csc3n2)cc1
 : -15% | 6% | 3%
> CC(O)(CS(=O)(=O)Cc1cccc(C(F)(F)F)c1)C(=O)Nc1cccc(C(F)(F)F)c1 (configuration not stated)
 : 1% | -7% | -14%
> Cc1ccc(S(=O)(=O)c2cc3c(=O)n4ccccc4nc3n(C3CCCCC3)c2=N)cc1
 : ? | -34% | 0%
> CCCN1CCN(CCCNC(=O)c2cnn(-c3ccc(F)cc3)c2-n2cccc2)CC1
 : / | -1% | -4%
> O=C(CCCOC(=O)c1ccc(O)cc1O)c1ccccc1
 : ? | -1% | -10%
> O=C(NCC1CCCO1)c1ccc(NC(=O)c2cccc(Br)c2)cc1 (configuration not stated)
 : -24% | -8% | -17%
> CCOc1cc(/C=N/N=C(/N)c2nonc2N)cc(Br)c1OCc1ccc(Cl)cc1
 : ? | -1% | 8%
> Cc1cc2occ(CC(=O)NC3CCCc4ccccc43)c2cc1C (configuration not stated)
 : 9% | 1% | -1%
> COc1ccc(NC(=O)Nc2nnc(-c3cccs3)s2)cc1
 : ? | 19% | 2%
> Cn1nnc2c(NCc3ccccc3)ncnc21
 : 2% | 4% | 7%
> CC12CN3CCN(CC(C3)C1(O)CN1CCCCC1)C2 (configuration not stated)
 : -4% | / | 9%
> O=S(CC(O)COCc1ccc(Cl)cc1)c1ccccn1 (configuration not stated)
 : -19% | 3% | -4%
> O=C1NC[C@H](Cc2ccccc2)N(C[C@H]2CCCN2C[C@H](Cc2ccccc2)N2C[C@H](Cc3ccc(O)cc3)N(CCc3ccccc3)C(=O)C2=O)C1=O
 : ? | / | -12%
> CCCc1cc(=O)oc2c(CN3CCOCC3)c(O)ccc12
 : 7% | ? | -6%
> O=C(CCC1CCCCC1)NNC(=O)c1cnccn1
 : ? | 1% | -4%
> Cc1c(C(=O)N2CCCCC2)c(S(=O)(=O)N(C)Cc2ccco2)c(C)n1C
 : -6% | -7% | 19%
> COc1ccccc1COC(=O)c1cccc(S(=O)(=O)N2CCCC2)c1
 : -15% | -12% | 4%
> CCCCN(CCCC)C(=O)CN(C)S(=O)(=O)c1ccc2c(c1)c(=O)n(C)c(=O)n2C
 : 23µM* | -4% | -6%

(continued)
SMILES	TDP1 cell CPT	GCN5L2 inh	FEN1 inhibitor
CCc1ccc(C(=O)COC(=O)C(NC(=O)C2CCC(C)CC2)C(C)C)cc1 (configuration not stated)	-19%	-4%	3%
Cc1ccc2nc(SCCCCOc3ccccc3)[nH]c2c1	-27%	-4%	1%
Nc1nc(Cl)nc2c1ncn2C1CC(O)C(CO)O1 (configuration not stated)	0.18µM*	-2%	23%
Cn1c2ccc(F)cc2c2nnc(NN)nc21	?	-4%	-14%
Cc1nccn1CC(O)Cn1c2ccccc2c2ccccc21 (configuration not stated)	?	-5%	7%
CCc1nnc(NC(=O)/C=C/c2cccs2)s1	-30%	-1%	14%
COc1ccc(C(=O)COC(=O)CCN2C(=O)C3C4CCC(C4)C3C2=O)cc1 (configuration not stated)	19%	-1%	1%
O=C(COC(=O)c1cccc([N+](=O)[O-])c1)NNC(=O)c1cccs1	-3%	0%	?
CC12CC3CC(C)(C1)CC(C(=O)NCc1ccncc1)(C3)C2	-2%	-7%	5%
CCOc1ccc(OCC)c(NC(=O)CSc2nnc(C3CC3)n2CC)c1	-20%	0%	38%[activator]
Cc1ccc(C)c(NC(=S)NC23CN4CN(CN(C4)C2)C3)c1	-13%	0%	1%
O=C(N[C@@H](Cc1ccccc1)C(=O)OCc1ccccc1)c1nc[nH]c1C(=O)N1CCc2ccccc2C1	?	-12%	-28%
COc1ccc(OC(=O)c2ccncc2)cc1	-14%	0%	-6%
Cc1ccc(C(=O)N2CCCC(Nc3cccc(F)c3)C2)cc1N1CCNC1=O (configuration not stated)	1%	-32%	-9%
CC(C)C(NS(=O)(=O)c1cccc2nsnc12)C(=O)NC1CCCCC1C (configuration not stated)	-4%	1%	15%
CNC(=O)c1c(NC(=O)/C=C/c2ccccc2Cl)sc2c1CCC2	-3%	-13%	-18%
NC(=O)c1ccccc1-c1nc(-c2ccccc2)no1	0%	-6%	5%
COc1ccc(C2c3ccsc3CCN2C(C)=O)cc1 (configuration not stated)	3%	-1%	-7%
CCOCCCn1c(=S)[nH]c2cc(C(=O)NC3CCCC(C)C3C)ccc2c1=O (configuration not stated)	-25%	0%	-5%
O=C(NN=C1CCCC1)c1ccc(O)cc1O	6%	-9%	1%
O=C(CNC(=O)c1cc(Cl)cc([N+](=O)[O-])c1)NC1CC1	-8%	1%	-12%
CCOc1ccccc1C(=O)NCC(=O)NCC(C)(C)N1CCOCC1	0%	4%	-11%
CSc1nnnn1-c1ccc(Cl)cc1	8%	-9%	-3%
CCCCCCCN1C2=NCCCN2c2ccccc21	2.6µM*	14%	2%
OCCN1CCN(CC(O)C(F)(F)F)CC1 (configuration not stated)	9%	-10%	5%

Remaining list, next part.
SMILES	TDP1 cell CPT	GCN5L2 inh	FEN1 inhibitor
COc1ccc(OC)c(NC(=O)CCNS(=O)(=O)c2ccc3[nH]c(=O)oc3c2)c1	-1%	-2%	18%
COc1ccc2c(C(=O)CN(C)C3CCCCC3)c[nH]c2c1	?	-1%	13%
CN(C)CCNC(=O)CCCN1C(=O)c2cccnc2Oc2ccc(Cl)cc21	1%	-3%	-6%
O=S(=O)(Nc1ccc(-c2ccc(NS(=O)(=O)c3ccccc3)cc2)cc1)c1ccccc1	?	/	10%
NCCCNC(=S)NCCCN(Cc1ccc(Cl)cc1)c1ccc(Br)cn1	16µM*	/	?
COc1ccc(-c2cn(CCO)nc2-c2ccc(OC)cc2)cc1	-13%	0%	4%
O=S(=O)(c1cccc(C(F)(F)F)c1)N1CCC(c2cc(-c3cccc4ccccc34)n[nH]2)CC1	21µM*	-8%	-20%
Cc1cccc(C)c1-n1cccc1/C=C1\SC(=S)N(c2cccc(C(=O)O)c2)C1=O	?	32µM*	?
CSc1ccccc1NC(=O)COc1ccc(Cl)cc1C	?	-8%	-19%
O=Nc1ccc(NOC(=O)c2ccccc2)cc1	15%	-4%	-6%
Cc1ccccc1-c1nc(SCC(=O)NCc2ccc(F)cc2)c2c(=O)n(C)c(=O)n(C)c2n1	5%	-5%	15%
CSc1ccc(-c2nc3ccc(C)cn3c2Nc2ccccc2C)cc1	-18%	0%	3%
COc1ccccc1OCCNC(=O)c1cccc(S(=O)(=O)N2CC(C)OC(C)C2)c1 (configuration not stated)	?	-21%	0%
Oc1cc(O)cc(/C=C/c2ccc(O)c(O)c2)c1	10µM*!	?	-20%
CCCNC(=O)c1ccc(N2CCC3(CC2)CC(c2ccccc2)=NO3)c(NC(=O)c2ccco2)c1	18µM*	-13%	-2%
Cc1cccc(CS(=O)(=O)c2cn(CC(=O)N3CCOCC3)c3ccccc23)c1	-2%	-3%	8%
COc1ccc(OC)c(C2=NOC(C(=O)N3CCN(c4ccccc4)CC3)C2)c1 (configuration not stated)	?	-5%	1%
O=[N+]([O-])c1cccc(S(=O)(=O)N2CCCC2)c1	-5%	0%	2%
COc1ccc(Cn2c(C(=O)O)c(CNCc3ccccc3F)c3ccc(OC)cc32)cc1	?	0%	11%
Cc1cccnc1NC(=O)Nc1cccc(Cl)c1	0%	-8%	-1%
COc1cccc(CNc2ccc(N3CCCCC3)cc2)c1OC	26µM*	-2%	4%
COC(=O)c1ccc(COc2cccc3c2CCN(Cc2ccccc2)C3=O)o1	?	-9%	5%
CCCCn1c(SCC(=O)OCC)nc2c(sc(=S)n2-c2ccccc2OC)c1=O	-9%	-4%	9%
CC(C)CC(COCc1ccc(Cl)cc1)N1CCN(C(=O)c2ccc(C(F)(F)F)cc2)CCC1=O (configuration not stated)	15µM*	-13%	-4%
CC(=O)N1CCc2cc(S(=O)(=O)CCC(=O)Nc3c(C)n(C)n(-c4ccccc4)c3=O)ccc21	-2%	-6%	-6%
CCOC(=O)Cc1csc(NC(=O)c2sc3nc4cc(C)ccc4cc3c2N)n1	-6%	-4%	-11%
COc1ccc2c(CCNC(N)=S)c[nH]c2c1	?	2%	-8%
CCC(C)NC(=O)C1c2ccccc2C(=O)N1Cc1ccc(F)cc1 (configuration not stated)	-2%	-4%	-7%
CCn1c(N2CCN(C(c3ccccc3)c3ccccc3)CC2)nc2c1c(=O)[nH]c(=O)n2C	12%	/	16%
Cc1cccc(Cc2cnc(NC(=O)c3ccc(C)o3)s2)c1	?	0%	6%

A portion of the library. The share of hits here may be higher or lower than overall.
